Screening data (PubChem)
Tn6 DDE FP: DD(E)-Tn6 binding inhibition, primary FP screen. AID 720509. inhibition, % at 8.3 µM. P02675. Fibrin DD(E) TRITC-Tn6 fluorescence polarization displacement. 0.21% of 370,000 active;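 active means inhibition above a per-campaign cutoff: mean of compounds within control limits plus 3 SD, cut at about 15% in these data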;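 further: 0% = median of all compound wells on the plate and 100% = blocking peptide control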
ARFGAP1 inh: inhibits rat ARF GTPase activating protein 1. Q62848. Arfgap1-stimulated ARF1 GTP hydrolysis, GDP FP detection. inhibition, % at 16.5 µM. 0.26% of 360,000 active;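 active means inhibition above a per-plate limit, mean inhibition of low control wells plus 3 SD, cut at about 25% in these data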;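 further: 0% = DMSO wells with enzyme and 100% = wells lacking Arfgap1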
Target sequence (Q62848 1-136 limits assumed): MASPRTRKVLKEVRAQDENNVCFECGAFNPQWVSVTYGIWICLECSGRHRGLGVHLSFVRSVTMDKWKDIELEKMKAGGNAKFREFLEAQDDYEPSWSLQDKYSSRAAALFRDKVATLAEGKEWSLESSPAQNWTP
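Assay system: purified rat His6-Arfgap1 residues 1-136 (GAP domain); Reagent: human Δ17 ARF1 bound to GTP; Dosing: 16.5 µM single point, 1.26% DMSO; Times: GTP hydrolysis reaction 2 h at 25 °C; Signal: FP, GDP Alexa 633 tracer displaced from anti-GDP antibody, 620/688 nm; Measure: % inhibition from polarization.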
GAA850 FXN act: increases GAA850 frataxin promoter reporter activity; HEK293 lucGAA850 FXN promoter luciferase reporter, 24 h; percent of 10 µM SAHA response; activation, % at 6 µM; 0.56% of 360,000 active;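 active means activation above the average of all compounds screened plus 3 SD, cutoff fixed separately per campaign, cut at about 7.5% in these data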;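 further: 0% = DMSO wells and 100% = 10 µM SAHA wells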
ADAM10 inh: inhibitors of human ADAM10. O14672. recombinant ADAM10, EDANS/DABCYL FRET peptide cleavage, 3 h. inhibition, % at 7 µM. 0.62% of 370,000 active. AID 720582;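 active means inhibition above a per-campaign cutoff equal to the mean of compounds falling between control-based bounds plus 3 SD, cut at about 20% in these data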;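 further: 0% = DMSO wells while the 100% control is not disclosed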
ASAP1 GAP inh: inhibitors of human ASAP1 ArfGAP activity; AID 624377; ASAP1-stimulated ARF1 GTP hydrolysis, GDP FP detection; Q9ULH1; inhibition, % at 16.5 µM; 0.19% of 360,000 active; in the data active means inhibition above about 25%;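 further: 0% = vehicle with enzyme and substrate and 100% = no enzyme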
Target sequence (Q9ULH1 325-724 limits assumed): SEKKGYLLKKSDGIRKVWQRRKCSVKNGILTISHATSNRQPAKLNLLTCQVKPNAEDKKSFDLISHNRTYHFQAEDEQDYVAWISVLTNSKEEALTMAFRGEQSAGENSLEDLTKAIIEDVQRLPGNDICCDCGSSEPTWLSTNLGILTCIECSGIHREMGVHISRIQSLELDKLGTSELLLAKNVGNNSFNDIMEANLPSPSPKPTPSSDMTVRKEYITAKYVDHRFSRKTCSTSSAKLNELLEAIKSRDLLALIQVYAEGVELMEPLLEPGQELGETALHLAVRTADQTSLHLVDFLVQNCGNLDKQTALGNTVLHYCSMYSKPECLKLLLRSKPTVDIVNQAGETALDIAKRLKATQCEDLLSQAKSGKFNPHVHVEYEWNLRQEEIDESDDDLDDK
HGIII-sPLA2 inh: Inhibits HGIII-sPLA2 liposome hydrolysis, primary screen; Q9NZ20; QFRET BODIPY PC-A2 liposome hydrolysis, fluorescence; inhibition, % at 12.2 µM; 0.56% of 370,000 active;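 active means inhibition above mean plus 3 SD of compounds lying within the high and low control bounds, cut at about 19% in these data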;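 further: 0% = median of test compound wells and 100% = no enzyme DMSO wells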
NPR1 activator: GC-A (human) enzyme activation. 0.14% of 370,000 active. P16066. activation, % at 10 µM. HEK293 GC-A cells, cGMP TR-FRET, EC30 ANP; 0% at EC30 ANP, 100% saturating ANP; in the data active means activation above about 40%
NPR2 activator: GC-B (human) receptor activation. HEK293-GC-B cells, CNP EC30, cGMP TR-FRET; 0% at EC30 CNP, 100% saturating CNP. AID 1920062. activation, % at 10 µM. P20594. 0.11% of 370,000 active;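 active means activation at 10 µM reaching about 35% in either raw or pattern-adjusted values, limit read from the data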
rCAG binder: r(CAG) repeat RNA binding; TO-PRO-1 dye displacement fluorescence; inhibition, % at 3 µM; 1.3% of 370,000 active;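 active means inhibition above the plate cutoff, the mean of all test compounds on that plate plus 3 SD, cut at about 35% in these data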;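 further: 0% = DMSO alone and 100% = 100 µM mitoxantrone as full dye displacement; higher means more dye released from RNA so lower well fluorescence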
proKLK7 act: proKLK7 (human) activation, primary screen; P49862; purified proKLK7, EDANS-DABCYL substrate fluorescence; 100% is mature enzyme control, 0% vehicle; activation, % at 7 µM; 0.9% of 370,000 active; AID 652039;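 active means activation above the mean of all tested compounds plus 3 SD, computed per campaign excluding outliers beyond control limits, cut at about 13% in these data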
Target sequence (P49862 whole entry, looked up): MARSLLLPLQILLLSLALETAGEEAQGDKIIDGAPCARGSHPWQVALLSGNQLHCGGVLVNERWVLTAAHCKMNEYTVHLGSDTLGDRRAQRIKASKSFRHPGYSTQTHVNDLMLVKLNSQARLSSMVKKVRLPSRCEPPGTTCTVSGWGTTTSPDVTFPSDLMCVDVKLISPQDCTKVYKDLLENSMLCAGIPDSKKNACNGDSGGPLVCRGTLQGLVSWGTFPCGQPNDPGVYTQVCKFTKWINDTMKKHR
Active calls of the source: *; i = inactive; / = not tested or not shown.

SMILES | Tn6 DDE FP | ARFGAP1 inh | GAA850 FXN act | ADAM10 inh | ASAP1 GAP inh | HGIII-sPLA2 inh | NPR1 activator | NPR2 activator | rCAG binder | proKLK7 act
CCOCCCNC(=O)C(NC(=O)Cc1c[nH]c2ccccc12)c1ccccc1 (configuration not stated) | -0.6 | -2.2 | -1.1 | 9.0 | 4.7 | -28.1 | 1.4 | -0.9 | -4.7 | 0.5
O=C(O)c1cc2n(n1)C(C(F)(F)F)CC(c1ccccc1)N2 (configuration not stated) | -0.7 | 0.5 | 0.2 | -1.7 | 0.3 | 12.2 | -1.2 | 4.7 | 4.7 | -0.2
O=C(CN1C(=O)COc2ccccc21)NCCCN1CCN(Cc2ccccc2)CC1 | -0.3 | 0.8 | 0.8 | -4.0 | -20.1 | 8.8 | 4.5 | -3.0 | -8.5 | 0.5
Cc1ccc(S(=O)(=O)N[C@H](C(=O)NC2CCC(C)CC2)C(C)C)cc1 (some centres not stated) | 10.4 | -8.4 | -1.3 | -10.4 | -10.4 | -2.2 | 0.6 | -4.4 | -6.5 | 0.4
Cc1ccc(CNC(=O)[C@@H](NC(=O)C2CCN(C(=O)[C@@H](N)CC(C)C)CC2)C(C)C)cc1 | 6.7 | 6.6 | 0.3 | -10.0 | -2.2 | 1.0 | 4.5 | 2.4 | -7.2 | 0.1
COc1ccc(NC(=O)C2(c3ccccc3)CCCC2)cc1 | 8.5 | 0.3 | 0.8 | 5.9 | 8.2 | 8.0 | 4.0 | 4.0 | -0.5 | 0.2
O=C(NC1CCCC1)C(c1ccncc1)N(C(=O)c1csnn1)c1ccccc1 (configuration not stated) | -3.2 | -8.6 | 0.4 | -8.9 | -4.8 | 9.5 | 4.0 | 0.5 | 0.1 | 0.3
CN(CC(=O)Nc1ccc(F)c(F)c1F)C(=O)c1ccc(-n2cncn2)c([N+](=O)[O-])c1 | 2.6 | -13.4 | -1.0 | 0.7 | 5.3 | -5.6 | 1.1 | -4.6 | 1.8 | 0.3
Brc1ccc(-c2nc(-c3ccncc3)no2)cc1 | 0.5 | 14.9 | 4.7 | -6.2 | 18.6 | 1.5 | 7.7 | -6.7 | -0.9 | 0.2
CCC(=O)Nc1nc(C)c(C(=O)N2CCCCC2)s1 | 6.2 | -5.2 | 0.9 | -3.8 | 0.4 | -4.4 | 2.7 | 2.8 | -1.0 | -0.2
O=C(CN1CCN(c2ccc(Cl)cc2)CC1)NCc1ccccc1 | 5.6 | -6.2 | 2.2 | -1.9 | -5.3 | 1.0 | -2.3 | 3.5 | -3.6 | 0.5
CCCCCn1c(-c2ccco2)nc2nc3ccccc3nc21 | 0.6 | 8.8 | -0.3 | i | 3.4 | -3.3 | 4.7 | 6.5 | 10.1 | -10.0
CCn1cc(C(=O)OCC(=O)OC2CC(C)CCC2C(C)C)c(=O)c2ccc(C)nc21 (configuration not stated) | -8.5 | 7.4 | -2.2 | -6.7 | -12.1 | 2.7 | 7.4 | 3.9 | -8.6 | 1.1
O=C(NCc1ccccc1)c1ccc2nc(-c3ccco3)c(-c3ccco3)nc2c1 | -6.1 | -4.3 | 0.5 | -27.2 | 6.3 | 5.7 | -14.8 | -6.1 | 55.9* | -1.9
O=C(NNC(=O)c1ccccc1F)c1ccc(S(=O)(=O)N2CCCC2)cc1 | 3.2 | -3.6 | 1.1 | -10.1 | -0.7 | -3.4 | 1.9 | -0.1 | 2.3 | -0.4
CN1c2ccccc2C2(C)CCCC3=Cc4cc([N+](=O)[O-])cc([N+](=O)[O-])c4OC312 (configuration not stated) | 2.2 | 3.6 | 1.6 | 2.6 | -6.3 | 8.3 | 2.7 | 5.9 | 5.4 | 0.0
O=C(NN=Cc1ccc(-c2ccccc2)cc1)c1cc(-c2ccc(Cl)cc2)n[nH]1 | 9.8 | / | / | -0.1 | / | -5.3 | 2.0 | 0.0 | 9.6 | -1.2
COc1ccc(OCC(O)Cn2c(N3CCCCC3)nc3c2c(=O)[nH]c(=O)n3C)cc1 (configuration not stated) | 0.8 | -11.8 | -0.8 | 5.3 | 1.8 | -4.3 | -5.4 | -2.5 | -9.3 | -0.8
Cc1ccc(S(=O)(=O)N2CCCCC2)cc1NC(=O)CSc1ncn[nH]1 | 3.6 | 11.4 | 2.8 | -6.8 | -5.1 | -30.2 | 0.4 | -0.5 | 4.5 | -0.2
COc1ccc(C)cc1NC(=O)C12CCC(C)(C(=O)O1)C2(C)C (configuration not stated) | -16.3 | 8.6 | -0.3 | -0.7 | 11.3 | -2.0 | -8.5 | 2.6 | -4.2 | -0.3
Cc1ccc2c(c1)N(CC(=O)NCCc1ccccc1)C(=O)c1cccnc1O2 | -8.2 | 3.8 | -0.6 | 2.8 | 14.9 | 3.8 | 1.4 | -1.6 | -2.5 | 0.3
O=C(CN1CCN(CC(=O)Nc2ccc3c(c2)OCO3)CC1)Nc1ccc(F)cc1 | 5.3 | -6.6 | -0.5 | -0.8 | -4.8 | -8.3 | 2.5 | 5.4 | -9.3 | -0.3
Cc1nn(CC(=O)NCc2ccccn2)c(C)c1[N+](=O)[O-] | 7.3 | 2.9 | 0.4 | -3.5 | -6.8 | 0.7 | 0.9 | 6.4 | -2.1 | 0.6
CN1CCN(c2ccc(NC(=O)c3ccc(Br)o3)cc2)CC1 | 9.3 | -6.0 | 5.4 | 8.6 | -0.1 | 0.7 | -1.4 | -0.1 | -0.7 | -0.1
CCN(C(=O)COC(=O)CNC(=O)c1ccc(C)s1)c1ccccc1 | 1.0 | 4.6 | -0.1 | -10.2 | -6.9 | 6.1 | 0.3 | 4.2 | -1.4 | 0.6
Cc1cc2ncn(-c3ncccc3[N+](=O)[O-])c2cc1C | -4.8 | 12.4 | 2.9 | -18.2 | -9.8 | -10.6 | 9.1 | 5.6 | 3.8 | 0.2
O=C(NCc1ccc(C(F)(F)F)cc1)c1cccc2c(-c3ccc(F)c(F)c3)coc12 | -9.0 | -1.1 | 0.9 | -2.5 | -9.0 | 2.5 | 1.9 | 7.0 | 5.4 | 0.5
O=C(NCCc1ccccc1)C1CCN(S(=O)(=O)N2CCCCC2)CC1 | -6.8 | -4.3 | 1.9 | -2.1 | 10.7 | 3.3 | 4.4 | 3.5 | -7.6 | -0.2
COc1ccc(NC(=O)c2cc(C3CCCCN3S(=O)(=O)c3ccc(C#N)cc3)on2)c(C)c1 (configuration not stated) | 0.3 | 3.3 | -1.2 | 6.1 | -15.1 | -14.5 | -0.5 | 0.1 | 6.3 | 0.6
Cn1c(=O)oc2cc(S(=O)(=O)N3CCN(c4ccccc4F)CC3)ccc21 | 6.6 | 6.3 | -3.1 | 2.0 | -1.4 | -0.7 | -2.7 | 3.4 | -1.6 | -0.2

Some of the entries so far, with values under each structure.
Each structure is followed by: Tn6 DDE FP	ARFGAP1 inh	GAA850 FXN act	ADAM10 inh	ASAP1 GAP inh	HGIII-sPLA2 inh	NPR1 activator	NPR2 activator	rCAG binder	proKLK7 act
CCCCCn1c(-c2ccco2)nc2nc3ccccc3nc21
    0.6	8.8	-0.3	i	3.4	-3.3	4.7	6.5	10.1	-10.0
CCn1cc(C(=O)OCC(=O)OC2CC(C)CCC2C(C)C)c(=O)c2ccc(C)nc21 (configuration not stated)
    -8.5	7.4	-2.2	-6.7	-12.1	2.7	7.4	3.9	-8.6	1.1
O=C(NCc1ccccc1)c1ccc2nc(-c3ccco3)c(-c3ccco3)nc2c1
    -6.1	-4.3	0.5	-27.2	6.3	5.7	-14.8	-6.1	55.9*	-1.9

Next section:
SMILES | Tn6 DDE FP | ARFGAP1 inh | GAA850 FXN act | ADAM10 inh | ASAP1 GAP inh | HGIII-sPLA2 inh | NPR1 activator | NPR2 activator | rCAG binder | proKLK7 act
Cc1ccc(C(=O)Nc2ccc(NC(=O)c3cccs3)cc2)c(C)c1 | 9.6 | 1.1 | -1.5 | -5.7 | 7.0 | -1.9 | 0.4 | 1.1 | -1.7 | 1.1
O=C1CCC(C(=O)N(c2ccccc2)C2(C(=O)NC3CCCCC3)CCCCC2)N1 (configuration not stated) | 2.4 | 4.7 | 0.2 | 2.4 | 6.5 | 1.1 | -32.5 | -20.9 | -7.6 | 0.5
O=C(NC1CCCCC1)c1cc(-c2ccc(F)cc2)on1 | -0.6 | 22.0 | 4.5 | -4.3 | -4.5 | 3.9 | 2.1 | 2.9 | -2.6 | -0.5
CCN(CC)c1ccc(NC(=O)CCN2C(=O)c3ccccc3S2(=O)=O)c(C)c1 | 0.9 | 5.7 | -0.5 | 4.6 | 1.9 | 8.2 | -1.9 | -4.0 | 0.1 | 0.4
COc1ccc(OC)c2sc(NC(=O)CCS(=O)(=O)c3ccccc3)nc12 | -7.3 | -1.4 | 4.1 | -10.8 | 5.2 | -0.3 | -5.5 | -3.9 | 1.9 | 0.6
Clc1ccc(C2=Nn3c(nnc3-c3n[nH]c4c3CCC4)SC2)cc1 | -0.2 | 15.6 | -2.0 | -2.6 | -6.8 | 2.7 | 26.2 | 28.4 | -1.8 | -0.7
COc1ccc(S(=O)(=O)N(C)C[C@H]2Oc3cc(Br)ccc3S(=O)(=O)N([C@H](C)CO)C[C@H]2C)cc1 | -3.1 | 13.5 | 5.5 | 1.8 | 6.9 | -31.3 | -5.4 | -1.3 | 4.7 | -1.4
O=S(=O)(c1ccccc1)c1nnn2c1nc(NC1CCN(Cc3ccccc3)CC1)c1cc(Cl)ccc12 | 4.9 | -8.1 | -5.5 | -19.5 | -0.7 | -1.7 | -3.5 | -4.5 | 10.1 | -1.5
COc1ccc(N=C2NC(=O)/C(=C\C=C\c3ccccc3)S2)cc1 | -2.7 | 0.9 | 1.0 | 9.6 | -10.0 | 0.0 | -1.5 | -2.3 | 6.2 | -0.2
COc1ccc(N(C(=O)c2cccc([N+](=O)[O-])c2)S(=O)(=O)c2ccc3c(c2)n(C)c(=O)n3C)cc1 | -3.2 | -9.0 | -0.4 | -12.5 | -3.5 | 3.9 | -5.9 | -2.1 | 1.5 | 0.7
COC(=O)C1=CO[C@@H](O[C@@H]2O[C@H](CO)[C@@H](O)[C@H](O)[C@H]2O)C2C1CC(O)O[C@H]2C (some centres not stated) | 5.4 | 4.2 | 0.8 | 0.0 | -1.0 | 6.7 | 3.7 | -1.7 | -0.8 | 0.3
NC(=O)NC(=O)COC(=O)c1ccc(OC(F)(F)F)cc1 | -3.3 | 2.1 | 3.0 | -2.6 | -2.4 | 1.7 | 10.0 | 1.6 | -1.7 | 0.0
COc1ccc(-c2cnc3c(NC(C)=O)cc(-c4cccc(C(=O)NCCN(C)C)c4)cn23)cc1OC | -8.9 | 18.3 | 3.9 | -19.9 | 9.9 | 5.1 | 13.2 | 10.0 | 5.2 | -1.3
CCc1ccc(CN2CCC(n3nccc3NC(=O)c3ccccc3Cl)CC2)cc1 | -1.4 | -8.0 | -1.9 | 7.2 | -17.0 | -14.3 | -1.3 | -9.1 | -8.2 | 0.7

Just ASAP1 GAP inh, NPR2 activator and ARFGAP1 inh, for 2 of the compounds above:
structure	ASAP1 GAP inh	NPR2 activator	ARFGAP1 inh
COc1ccc(N=C2NC(=O)/C(=C\C=C\c3ccccc3)S2)cc1	-10.0	-2.3	0.9
COc1ccc(N(C(=O)c2cccc([N+](=O)[O-])c2)S(=O)(=O)c2ccc3c(c2)n(C)c(=O)n3C)cc1	-3.5	-2.1	-9.0
